# ALOX12 inh – inhibitors of human 12S-lipoxygenase ALOX12. 580,000 compounds, 1.1% hits. AID 1671190. purified 12hLO, xylenol orange hydroperoxide absorbance. Potency, µM (series often up to 108 µM), without a hit: top-dose activity change, negative = inhibition, most hits filed as inhibitors. P18054; active = well fitted inhibition curve with a large enough effect; inconclusive = small, poorly fitted or top-dose-only effect, or another doubt; inactive = no such curve, though single readings can be large or run the other way
# Target sequence (P18054 whole entry, looked up): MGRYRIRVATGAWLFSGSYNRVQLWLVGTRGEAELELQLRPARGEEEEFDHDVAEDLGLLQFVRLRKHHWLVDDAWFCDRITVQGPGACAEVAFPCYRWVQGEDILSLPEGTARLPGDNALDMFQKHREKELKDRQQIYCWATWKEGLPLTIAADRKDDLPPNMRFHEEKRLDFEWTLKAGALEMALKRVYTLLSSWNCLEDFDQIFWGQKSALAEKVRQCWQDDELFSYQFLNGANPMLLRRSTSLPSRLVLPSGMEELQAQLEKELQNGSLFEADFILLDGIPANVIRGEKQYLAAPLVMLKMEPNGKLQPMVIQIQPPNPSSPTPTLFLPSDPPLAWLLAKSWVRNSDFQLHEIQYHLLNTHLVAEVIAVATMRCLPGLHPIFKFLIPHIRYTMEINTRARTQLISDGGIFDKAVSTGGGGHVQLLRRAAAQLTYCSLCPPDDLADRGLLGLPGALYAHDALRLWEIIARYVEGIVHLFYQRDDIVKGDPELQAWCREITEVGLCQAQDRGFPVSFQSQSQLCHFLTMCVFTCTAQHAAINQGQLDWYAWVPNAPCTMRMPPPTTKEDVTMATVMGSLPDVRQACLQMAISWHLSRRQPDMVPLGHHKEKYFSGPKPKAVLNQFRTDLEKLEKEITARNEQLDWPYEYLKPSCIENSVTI
#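 Hydroperoxide product was detected by ferrous iron/xylenol orange as the 573 to 405 nm absorbance ratio. Arachidonic acid at 40 uM (final) was turned over for 30 min at room temperature by 150 nM human 12hLO, pH 7.0 Hepes buffer, after 15 min compound preincubation.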
# * hit, by the source's call; i = inactive; ? = inconclusive; [ ] = another dose, or the depositor's remark. % is scaled to controls: 0 for no effect and ±100 for the full control effect; potency is read from the fitted curve at half-maximal effect. This is a subset (hit frequency here may not be typical).
SMILES,ALOX12 inh
COc1ccccc1C(=O)N1[C@H]2CC[C@@H]1c1cnc(-c3ccc(F)cc3)nc1C2,9%
C#C[C@H]1CN2CC[C@H]1C[C@@H]2COC(=O)NCCC,8.9µM*
O=C(CN1CCCCC1)c1ccc(-c2ccccc2)cc1,-25%
CC(=O)c1cccc(NC(=O)NC[C@H]2C[C@@H]3CCN2C[C@@H]3c2cc(-c3cccs3)nc(C)n2)c1,68%
Cc1ccc([C@@H]2CN(Cc3ncc[nH]3)[C@@H]3C4CCN(CC4)[C@@H]32)cc1,53%[activator]
COC(=O)C1=C(c2ccc(OCc3ccccc3)cc2)C[C@@H]2CC[C@H]1N2C(=O)NCCc1ccc(F)cc1,1%
Cc1cc2c(N3CCC(N4C[C@@H]5CCN[C@@H]5C4)CC3)ncnc2s1,13%
C#C[C@H]1CN2CC[C@H]1C[C@@H]2CNC(=O)CC(C)(C)C,14%[176 µM]
COc1ccc(-c2cc([C@H]3CN4CC[C@H]3C[C@@H]4CNS(=O)(=O)c3cc(OC)ccc3OC)n(C)n2)cc1,13%
Cc1cc(=O)c2ccccc2[se]1,9%
COc1ccc(-c2cc([C@H]3CN4CC[C@H]3C[C@@H]4COC(=O)Nc3ccccc3)n(C)n2)cc1,?
O=C(NCCN1CCC2(CC1)C(=O)NCN2c1ccccc1)c1ccc(F)cc1,-28%
C=C[C@H]1CN2CC[C@H]1C[C@@H]2CNS(=O)(=O)c1cccc(F)c1,37%[176 µM]
CC(C)NC(=O)NC[C@H]1C[C@@H]2CCN1C[C@@H]2CN1CCCCC1,23%[176 µM]
O=C(NC1CCS(=O)(=O)C1)c1cn(Cc2ccccc2)c2ccccc12 (stereo unspecified),-1%
O=C(Cc1ccccc1F)N1CCN(C2CCN(Cc3cccnc3)C2=O)CC1 (stereo unspecified),20%
CC(=O)NC[C@H]1C[C@@H]2CCN1C[C@@H]2c1cc(-c2ccc(F)cc2)nc(C)n1,103%[activator][176 µM]
O=C(Cc1cccc(F)c1)N1CCN(C2CCN(Cc3cccnc3)C2=O)CC1 (stereo unspecified),-9%
CC(C)N1CC2CCC(C1)N2C(=O)c1ccncc1,9%[12.5 µM]
O=c1[nH]c2ccccc2n1C1CCN(C(c2nnnn2Cc2ccccc2)C2CC2)CC1 (stereo unspecified),-36%
ClCCN1CCCC1,-59%
CC(=O)N1C[C@@H]2C[C@H](C1)c1ccc(NC(=O)COc3ccccc3)c(=O)n1C2,5%[176 µM]
Cc1nc(-c2ccccc2Br)cc([C@H]2CN3CC[C@H]2C[C@@H]3CNC(=O)CSCC(=O)O)n1,-4%
CC(C)N=C(NC(C)C)N1CC1,-23%
CC(C)N1CC2CCC(C1)N2CC1CCCC1,7%[12.5 µM]
COc1ccccc1CNC(=O)[C@H]1CN2CC[C@H]1C[C@@H]2Cn1cc(-c2ccccc2)nn1,6%[176 µM]
CCCCOC1OCN(C2CCCCC2)CC1(C)C (stereo unspecified),-20%
O=C(O)COCC(=O)N1C[C@@H]2C[C@H](C1)c1ccc(-c3cc4ccccc4s3)c(=O)n1C2,46%
N#Cc1cccc(NC(=O)NC[C@H]2C[C@@H]3CCN2C[C@@H]3CN2CCSCC2)c1,-28%[176 µM]
COCCOc1ccc2c(n1)CCNC2,?
COc1ccc(-c2cn(C[C@H]3CC4CCN3C[C@@H]4C(=O)NC3CCCCC3)nn2)cc1 (stereo partly specified),-7%[176 µM]
Cc1cnc(N2CC3CCC(C2)N3CC(F)(F)F)c([N+](=O)[O-])c1,?
FC(F)(F)CN1C2CCC1CN(c1cnc3ccccc3c1)C2,-7%[6.33 µM]
O=C1NCN(c2ccccc2)C12CCN(C(c1nnnn1-c1ccc3c(c1)OCCO3)C1CC1)CC2 (stereo unspecified),-10%
Cc1ncc2c(n1)C[C@@H]1CC[C@H]2N1S(=O)(=O)c1ccc2c(c1)OCCO2,-15%
CN1C(=O)[C@H]2CN(Cc3ccsc3)C[C@H]2C1=O,26%
CC(=O)N1C2CCC1CN(Cc1cccnc1)C2,14%[12.5 µM]
O=C1CO[C@H]2CN(Cc3ccccc3)C[C@H]2N1Cc1ccccn1,15%[176 µM]
CC(Cl)C(=O)NC1CCCCC1 (stereo unspecified),8%
COCC1CN(C(=O)N(C)C)CC12CCNCC2 (stereo unspecified),0%
Cc1nc(-c2ccc(F)cc2)cc([C@H]2CN3CC[C@H]2C[C@@H]3CNC(=O)Nc2cccc(C#N)c2)n1,-5%
COCc1cn(C[C@H]2C[C@@H]3CCN2C[C@@H]3C(=O)NCc2ccco2)nn1,3%[176 µM]
Cc1ccc(OCC(=O)N2CCN(Cc3ccc(=O)n(C)c3)CC2)cc1,0%
N#Cc1ccc(C(=O)N2C[C@@H]3C[C@H](C2)c2c(-c4ccccc4F)ccc(=O)n2C3)cc1,-46%[176 µM]
C#C[C@H]1CN2CC[C@H]1C[C@@H]2CNC(=O)c1ccc(C(F)(F)F)cc1,10%[176 µM]
CC(C)NC(=O)NC[C@H]1C[C@@H]2CCN1C[C@@H]2c1cc(C2CCCC2)nn1C,2%[176 µM]
COCC(=O)NC[C@H]1C[C@@H]2CCN1C[C@@H]2c1cc(-c2ccccc2Br)nc(C)n1,50%[activator]
CCOC(=O)CNC(=O)N1Cc2cc(-c3ccccc3)ccc2-n2nncc2C1,0%
NC(Cc1cccc(F)c1)c1cccc(F)c1 (stereo unspecified),-2%
Cc1cc(C(=O)OC(C)C(=O)Nc2ccccc2)c(C)n1C1CC1 (stereo unspecified),?
O=C(NCC1CC1)c1cn(C2CNC2)nn1,23%
O=c1[nH]c2ccccc2n1C1CCN(C(CCc2ccccc2)c2nnnn2-c2ccc3c(c2)OCCO3)CC1 (stereo unspecified),-4%
Cc1nc(-c2ccc(N(C)C)cc2)cc([C@H]2CN3CC[C@H]2C[C@@H]3CNC(=O)NC(C)C)n1,8%[176 µM]
O=C(Nc1cccc(F)c1)N1C[C@@H]2C[C@H](C1)c1c(-c3ccc(Cl)cc3)ccc(=O)n1C2,-2%
O=C(CCc1ccccc1)N1Cc2cc(N3CCOCC3)ccc2-n2nncc2C1,2%
NC(=O)c1ccc(-c2cccc3c2CCNC3)s1,48%[activator]
C1COC(CNC2CNC2)C1 (stereo unspecified),52%[activator][365 µM]
CCOC(=O)Cc1ccccc1,-2%[176 µM]
CCc1ccc(CNCCc2ccc(OC)cc2)cc1,2.5µM*
O=[S+]1([O-])NCC2(CCN(CC3CC3)C2)Oc2ncccc21 (stereo unspecified),5%[6.33 µM]

# Continued:
SMILES,ALOX12 inh
c1ccc(C2CNC2)cc1,4%[12.5 µM]
Cc1ncc2c(n1)C[C@@H]1CC[C@H]2N1C(=O)Nc1ccccc1F,?
O=c1[nH]c2ccccc2n1C1CCN(C(c2ccccc2)c2nnnn2Cc2ccccc2)CC1 (stereo unspecified),-19%
Cc1oc2cc(OC(=O)N(C)C)ccc2c(=O)c1-c1ccc(Br)cc1,11%
O=C1NCCCCCCN(Cc2ccccn2)[C@H]2CCC[C@@H]12,i
COCC1CN(C)CC12CCN(Cc1cccnc1)CC2 (stereo unspecified),58%[activator]
O=C([C@H]1CN2CCC1C[C@@H]2Cn1cc(CSc2ccccc2)nn1)N1CCOCC1 (stereo partly specified),15%[176 µM]
COC(=O)C1=C(c2ccc(OCc3ccccc3)cc2)C[C@@H]2CC[C@H]1N2C(=O)NCc1ccccc1OC,0%
C=C[C@H]1CN2CC[C@H]1C[C@@H]2CNC(=O)c1ccccc1C(=O)O,31%[activator][176 µM]
COc1cc2c(cc1OCc1ccccc1)N([S+](=O)([O-])c1ccccc1C(F)(F)F)CC21CCN(C)CC1,-28%
C#C[C@H]1CN2CC[C@H]1C[C@@H]2CNCc1ccc(N(C)C)cc1,53%[activator][176 µM]
Cc1cccc(/C=C/c2nc3ccccc3c(=O)n2-c2cccc(O)c2)c1,-29%
O=C(Nc1ccc2n(c1=O)C[C@H]1C[C@@H]2CN(CC2CCCCC2)C1)C1CCCCC1,3%[176 µM]
CCN1C(=O)CCNCC12CCOCC2,50%[activator]
COc1ccc(-n2nnnc2C(c2ccccc2)N2CCC3(CC2)C(=O)NCN3c2ccccc2)cc1 (stereo unspecified),?
Cc1cccc(C)c1-n1nnnc1C(CCc1ccccc1)N1CCC(n2c(=O)[nH]c3ccccc32)CC1 (stereo unspecified),-17%
O=C(Nc1ccc2n(c1=O)C[C@H]1C[C@@H]2CN(C(=O)c2ccccn2)C1)C1CCCCC1,9%[176 µM]
OC1CN2CCCC(O)C2C1O (stereo unspecified),-9%
Cn1nc(-c2cccs2)cc1[C@H]1CN2CC[C@H]1C[C@@H]2CNS(=O)(=O)c1ccccc1,-3%
O=C(O)CNC(=O)c1c(O)c2ccccc2n(Cc2ccccc2)c1=O,-11%[57.4 µM]
CN1c2ncccc2CN(Cc2ccccn2)CC[C@H]1CO,228%[activator][176 µM]
COc1cc2c(cc1OCc1ccccc1)N(C(=O)COc1ccccc1)CC21CCN(C)CC1,?
O=C1NC2(CN(CC3CC3)C2)Oc2ccccc21,31%[activator][176 µM]
CCOC(=O)[C@]12Cc3ccccc3[C@H]1N(C(C)C)C(=O)c1ccccc12,?
COc1cc(C(=O)N2Cc3ccccc3-n3nncc3C2)cc(OC)c1OC,?
O=C1Nc2ccccc2CC12CN(CC1CC1)C2,14%[12.5 µM]
CN1C(=O)C(C2(O)C(=O)N(Cc3ccccc3)c3cc([N+](=O)[O-])ccc32)c2ccccc21 (stereo unspecified),-8%
O=C1NC[C@H]2CN(C3CCC3)CCN12,28%[176 µM]
Cc1cccc(-n2nnnc2C2(NC(C)C)CCCCC2)c1,8%
C#C[C@H]1CN2CC[C@H]1C[C@@H]2CNS(=O)(=O)c1ccc(Cl)cc1,?
O=C(Nc1nccs1)[C@H]1CN2CC[C@H]1C[C@@H]2Cn1cc(C2(O)CCCCC2)nn1,6%[176 µM]
COc1ccc(-c2cc([C@H]3CN4CC[C@H]3C[C@@H]4COC(=O)NC(C)C)nc(C)n2)cc1,-1%[176 µM]
CC(Nc1ccc([N+](=O)[O-])c2cnccc12)c1ccc(F)cc1 (stereo unspecified),6%
C#C[C@H]1CN2CC[C@H]1C[C@@H]2CNCc1ccc(OC)cc1,57%[activator][176 µM]
COc1cc2c(cc1Oc1cccc(N(C)C)c1)NC(=O)C21CCN(C(=O)CN2CCOCC2)CC1,?
COc1cc2c(c(OC)c1OC)CC(N)CCC2 (stereo unspecified),32%
Cc1ccc(C(=O)NC[C@H]2C[C@@H]3CCN2C[C@@H]3c2cc(-c3ccc(F)cc3)nn2C)cc1,-12%[176 µM]
CN(C)c1cccc(CN2CCN(c3ccccc3)CC2)c1,-29%
N#CC1(c2ccccc2)CCN(C(=O)c2ccc3nccn3c2)CC1,74%[activator]
O=C1NCN(c2ccccc2)C12CCN(C(c1ccccc1)c1nnnn1C1CCCC1)CC2 (stereo unspecified),?
CN1CCC(NC2CCOCC2)CC1,34%[activator]
CC(Oc1ccccc1)C(=O)NN (stereo unspecified),42%
Cc1ccc(NC(=O)c2cn(C)c3ccccc23)c2cccnc12,-5%
C[C@H]1CNCCN1c1ccc(N2CC[C@H](O)C2)c(C#N)c1,?
O=C1NCN(c2ccccc2)C12CCN(C(c1cccc3ccccc13)c1nnnn1C1CCCCC1)CC2 (stereo unspecified),2%
CCOC(=O)Nc1ccc(NCc2ccc(F)cc2)cc1N,-17%[57.4 µM]
N#Cc1ccc(NC(=O)CN2CCC(C(N)=O)CC2)cc1Cl,-5%
C#C[C@H]1CN2CC[C@H]1C[C@@H]2CNC(=O)Nc1cccc(C(F)(F)F)c1,11%[176 µM]
COCCNC(=O)[C@H]1CN2CC[C@H]1C[C@@H]2Cn1cc(-c2ccccc2)nn1,11%[176 µM]
O=C(NC[C@H]1C[C@@H]2CCN1C[C@@H]2CN1CCN(c2ccc(F)cc2)CC1)Nc1cccc(F)c1,-7%
CN=CNc1ccc(C)cc1C,0%[176 µM]
CN(C)c1ccc([N+](=O)[O-])c2cnccc12,-5%
CS(=O)(=O)N1C[C@H]2CCN(Cc3ccc[nH]3)C[C@H]21,170%[activator]
O=C(NCCN1CCC2(CC1)C(=O)NCN2c1ccccc1)c1ccc(Cl)c(Cl)c1,?
O=C1CC2CCN(CC3CCNC3)CC2CCN1 (stereo unspecified),?

# Screening results (PubChem)
